Screens (PubChem)
PLK1 inh – human PLK1 kinase inhibitors, primary screen, biochemical, TR-FRET | recombinant PLK1 kinase, TR-FRET peptide phosphorylation | hit rate 0.53% among 97,000 | AID 619, 2007 | inhibition, % at 10 µM;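 active = inhibition of 50% or more in the single-concentration screen; inactive = inhibition below 50%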;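 note: 0% = DMSO max control and 100% = H-89 dihydrochloride min control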
ERa coact pot – enhancers of ERα–SRC-1 coactivator binding, primary screen, biochemical, TR-FRET, ERα LBD, low estradiol; Estrogen receptor (Homo sapiens), P03372; TR-FRET ERalpha-LBD/SRC-Cy5 coactivator binding, 2 h; 100 = basal binding, no effect; coactivator binding (% of control), % at 25.6 µM; hit rate 1.3% among 86,000; in the data active = activity above about 200%;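 note: binding measured in presence of low estradiol as agonist stimulus; 0% = peptide alone without receptor and 100% = receptor with peptide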
Target sequence (P03372 whole entry, looked up, the tested form may be a part): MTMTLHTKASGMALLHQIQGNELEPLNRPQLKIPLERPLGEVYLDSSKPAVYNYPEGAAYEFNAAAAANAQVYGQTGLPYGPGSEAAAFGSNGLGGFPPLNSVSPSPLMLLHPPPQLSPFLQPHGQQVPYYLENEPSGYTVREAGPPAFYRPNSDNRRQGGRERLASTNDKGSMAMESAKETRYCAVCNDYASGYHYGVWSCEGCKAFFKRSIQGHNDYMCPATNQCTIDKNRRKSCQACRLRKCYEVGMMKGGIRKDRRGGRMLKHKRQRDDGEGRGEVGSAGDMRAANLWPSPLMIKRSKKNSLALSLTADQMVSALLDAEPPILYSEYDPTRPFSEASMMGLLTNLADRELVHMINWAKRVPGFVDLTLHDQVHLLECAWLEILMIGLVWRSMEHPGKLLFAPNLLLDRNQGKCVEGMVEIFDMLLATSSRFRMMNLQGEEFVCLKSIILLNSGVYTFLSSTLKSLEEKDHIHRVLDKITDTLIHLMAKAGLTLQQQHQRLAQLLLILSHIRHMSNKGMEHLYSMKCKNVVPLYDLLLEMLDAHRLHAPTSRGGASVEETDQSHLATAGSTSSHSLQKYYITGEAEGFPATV
ERa coact inh – ERα–SRC-1 coactivator interaction inhibitors, primary screen, biochemical, TR-FRET, ERα LBD, estradiol-bound; AID 629, 2007; TR-FRET ER-alpha LBD / SRC-1 peptide; Estrogen receptor (Homo sapiens), P03372; inhibition, % at 25.6 µM; hit rate 1.7% among 86,000; in the data active = inhibition above about 50%;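 note: 0% = receptor plus peptide control and 100% = peptide only without receptor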
ERb coact inh – inhibitors of ERβ-SRC1 coactivator interaction, primary screen, biochemical, TR-FRET, ERβ LBD, SRC-1 peptide; inhibition, % at 25.6 µM; hit rate 1.3% among 86,000; TR-FRET ER-beta LBD / SRC1-Cy5 peptide binding; receptor agonist-loaded with 1 µM estradiol; Estrogen receptor beta (Homo sapiens), Q92731; AID 633, 2007;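 active = compounds whose percent inhibition of the receptor-coactivator binding signal exceeds about 50% in the single-dose screen, limit read from the data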;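 note: 0% = receptor plus peptide wells without compound and 100% = peptide-only wells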
Target sequence (Q92731 whole entry, looked up, the tested form may be a part): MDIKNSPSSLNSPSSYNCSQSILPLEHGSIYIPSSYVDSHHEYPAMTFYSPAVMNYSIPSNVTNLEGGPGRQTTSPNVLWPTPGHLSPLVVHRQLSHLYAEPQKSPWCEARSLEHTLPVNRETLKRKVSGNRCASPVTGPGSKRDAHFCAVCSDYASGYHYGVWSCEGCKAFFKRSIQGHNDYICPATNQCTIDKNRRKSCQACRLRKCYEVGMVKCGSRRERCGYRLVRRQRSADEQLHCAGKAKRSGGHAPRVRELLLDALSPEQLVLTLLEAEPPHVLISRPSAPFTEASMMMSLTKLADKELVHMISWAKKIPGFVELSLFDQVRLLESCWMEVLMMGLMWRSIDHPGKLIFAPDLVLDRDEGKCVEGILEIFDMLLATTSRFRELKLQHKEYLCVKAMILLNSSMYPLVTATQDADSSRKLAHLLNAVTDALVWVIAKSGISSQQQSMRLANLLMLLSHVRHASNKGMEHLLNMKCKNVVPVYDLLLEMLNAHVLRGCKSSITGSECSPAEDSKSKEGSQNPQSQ
FAK blocker – FAK kinase inhibitors, primary screen, biochemical | hit rate 0.84% among 97,000 | Focal adhesion kinase 1 (Homo sapiens), Q05397 | inhibition, %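 (tested at 7 µM)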 | biochemical FAK kinase activity assay; in the data active = inhibition above about 19%;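 note: 0% = DMSO and 100% = reference compound high control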
Mac1 fbg enh – enhancers of CD11b/CD18 adhesion to fibrinogen, primary screen, K562 cells, luminescence. Integrin beta-2 (Homo sapiens) + Integrin alpha-M (Homo sapiens), P05107+P11215. ATPlite luminescence. activation, % at 10 µM. hit rate 0.07% among 93,000. AID 1499, 2009;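 active = 10 µM primary screen giving 50% or more activity, confirmed by 40% or more on retest at that dose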; note: strong numbers were not always called active
HIV Rev-RRE inh – HIV-1 Rev-RRE binding inhibitors, primary screen, biochemical, FRET, protein-RNA interaction; Rev peptide-RRE RNA binding; inhibition, % at 8 µM; hit rate 0.79% among 97,000; AID 704, 2007;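 active = inhibition above the screen-wide mean plus 3 SD, cut at about 35% in these data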;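 note: 0% = median DMSO wells and 100% = median Neomycin B control wells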
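Test system: Cy5-tagged RRE RNA duplex with fluorescein-tagged Rev peptide | Read-out: % inhibition of FRET ratio versus controls | Probe or stimulus: Labelled Rev peptide | Incubation: 5 min RNA-compound premix plus 15 min binding step, 25 °C | Technique: FRET fluorescence readout | Benchmarks: DMSO low control, neomycin B high control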
CD11b adhes inh – inhibitors of CD11b/CD18 adhesion to fibrinogen, primary screen, K562 cells, luminescence; inhibition, % at 10 µM; hit rate 0.54% among 93,000; Integrin beta-2 (Homo sapiens) + Integrin alpha-M (Homo sapiens), P05107+P11215; AID 1497, 2009; ATPlite luminescence; Mn2+ added to activate the integrin;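 active = primary inhibition of 50% or more at 10 µM, then 40% or more on retest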; note: some results filed as inactive read as strong as hits
PLK1 PBD inh – Plk1 polo box domain binding inhibitors, primary screen, biochemical, fluorescence polarization; Serine/threonine-protein kinase PLK1 (Homo sapiens), P53350; Plk1 PBD phosphopeptide binding; inhibition, %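 (tested at about 20 µM)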; hit rate 0.13% among 97,000; in the data active = inhibition above about 34%, passing the limit was not always enough
* = called active by the depositor; nt = not tested or not shown; [ ] = remark or other dose.

PLK1 inh | ERa coact pot | ERa coact inh | ERb coact inh | FAK blocker | Mac1 fbg enh | HIV Rev-RRE inh | CD11b adhes inh | PLK1 PBD inh | compound
-6 | 102 | 5 | -3 | -1 | -3 | 3 | 3 | 17 | Cc1nc(NC(CC(C)C)C(=O)O)c2nc(C)oc2n1 (stereo not drawn)
-2 | 115 | -8 | -8 | -2 | -1 | 4 | nt | 10 | COc1cccc(Oc2ccc(N)cn2)c1
-5 | nt | nt | nt | -2 | -4 | 14 | 9 | -13 | Brc1ccc(/C=C/C=N/Nc2nc3ccccc3s2)cc1
-14 | 121 | 0 | -5 | -2 | -1 | 1 | -22 | 2 | O=C(CCCCCNS(=O)(=O)c1ccc(Br)cc1)NCCN1CCOCC1
-2 | 109 | 0 | 11 | 4 | 0 | 5 | -7 | -17 | COc1ccc(OC)c(NC(=O)C2CCN(c3nc(C)cc(C)n3)CC2)c1
-7 | 104 | -8 | -5 | -1 | 8 | -1 | 1 | -1 | NC(=O)C1(N2CCCCC2)CCN(C(=O)CSc2nc(C(F)(F)F)cc(=O)[nH]2)CC1
-6 | 144 | -1 | -10 | 4 | nt | 2 | nt | -9 | COc1ccc(NC(=O)CN(C)S(=O)(=O)c2ccc(Cl)cc2)cc1Cl
-6 | 111 | -4 | -5 | 2 | -2 | 4 | 17 | -4 | O=C1CCCc2c1sc1nc3n(c(=O)c21)CCCCC3
-17 | 96 | -5 | 24 | -2 | 5 | 10 | -5 | 1 | O=c1oc2ccccc2c2c1SC(C(F)(F)F)C2 (stereo not drawn)
-1 | 104 | -2 | -8 | 6 | 1 | 3 | -1 | 2 | COc1c(Cl)ccc(Cl)c1C(=O)NC(=O)N1CCOCC1
nt | 116 | 10 | -7 | nt | -1 | nt | 5 | nt | COc1ccc2c(c1OC)C(=O)OC2CC(=O)c1ccc(N(C)C)cc1 (stereo not drawn)
-9 | nt | nt | nt | -5 | nt | 5 | nt | -33 | O=C(O)C(Cc1cc2ccccc2[nH]1)N1C(=O)C2CC=C(Cl)CC2C1=O (stereo not drawn)
-10 | 105 | 6 | -3 | -2 | nt | 4 | nt | 17 | Cc1cnc(C(=O)Nc2ccc(-n3cnnn3)cc2)cn1
-7 | 61[fluorescence artefact?] | 63*[fluorescence artefact?] | 86*[fluorescence artefact?] | 8 | 1 | 4 | -6 | 4 | FC(F)(F)c1cnc(Nc2ccc(N3CCOCC3)cc2)c(Cl)c1
-11 | 89 | -20 | 8 | 0 | -1 | -2 | -2 | -7 | O=C(c1ccco1)N(Cc1nc2ccccc2c(=O)[nH]1)C1CCCC1
-12 | 102 | -10 | -11 | 0 | 0 | 8 | 3 | -17 | CCOc1ccc(Nc2nc(CC(=O)OC)cc(=O)[nH]2)cc1
-6 | 110 | -6 | -4 | 0 | -4 | 5 | -5 | -16 | CCN(CC)C(=O)COC(=O)c1ccc(O)cc1
-14 | 112 | -15 | -24 | 2 | nt | 6 | nt | 2 | N#CC(c1ccc(O)cc1)N1CCOCC1 (stereo not drawn)
4 | nt | nt | nt | 3 | 1 | 2 | 5 | 18 | CCC(C)NC(=O)C1CCN(C(=O)c2ccccc2)CC1 (stereo not drawn)
-14 | 84[fluorescence artefact?] | 3 | 0 | -2 | -4 | 2 | -4 | 14 | CC(=O)N1CN(CCCn2ccnc2)Cc2c1sc1c2CCCC1
2 | 25 | -4 | -4 | -4 | 4 | 4 | 6 | 24 | Oc1ccc(-c2cccc(-c3ccc(O)cc3)n2)cc1
-9 | 101 | -15 | -11 | -3 | -2 | 5 | -5 | 12 | C/C(=N\NC(=O)C1COc2ccccc2O1)c1cccs1 (stereo not drawn)
-11 | 113 | -3 | -2 | 2 | 0 | 0 | -8 | 9 | O=C(NCCOC(=O)C1COc2ccccc2O1)C1COc2ccccc2O1 (stereo not drawn)
nt | 91 | 0 | 12 | nt | -2 | nt | -6 | nt | Cc1cccc(CC(=O)Nc2cc(=O)n(C)c(=O)n2C)c1
-7 | 103 | 4 | 10 | 0 | 0 | 4 | -24 | -12 | CCCn1c(N)c(C(=O)CSc2nnnn2-c2ccc(O)cc2)c(=O)n(C)c1=O
14 | 97[fluorescence artefact?] | -5 | 2 | 12 | 4 | 8 | 7 | -18 | CCCc1nnc(NC(=O)CNc2ccc(F)cc2)s1
nt | 127 | 1 | 27 | nt | -1 | nt | -5 | nt | CC(O)CCC(=O)NCCNC(=O)CCC(C)O (stereo not drawn)
-13 | 87 | -7 | -8 | -3 | -1 | 5 | 23 | 2 | O=C(CNCCC1=CCCCC1)Nc1ccccc1N1CCCCC1
nt | 102 | -5 | 2 | nt | 11 | nt | 7 | nt | CC(=O)N1CC=C2C(C#N)=C(N)C(C#N)(C#N)C(CCc3ccccc3)C2C1 (stereo not drawn)
-11 | 136 | -3 | 0[fluorescence artefact?] | -1 | 3 | 7 | 24 | -14 | Cc1ccc(C)c(S(=O)(=O)n2cnc3ccccc32)c1

An excerpt from above in order of length of the SMILES, largest number first:
PLK1 inh | ERa coact pot | ERa coact inh | ERb coact inh | FAK blocker | Mac1 fbg enh | HIV Rev-RRE inh | CD11b adhes inh | PLK1 PBD inh | compound
nt | 102 | -5 | 2 | nt | 11 | nt | 7 | nt | CC(=O)N1CC=C2C(C#N)=C(N)C(C#N)(C#N)C(CCc3ccccc3)C2C1 (stereo not drawn)
-7 | 61[fluorescence artefact?] | 63*[fluorescence artefact?] | 86*[fluorescence artefact?] | 8 | 1 | 4 | -6 | 4 | FC(F)(F)c1cnc(Nc2ccc(N3CCOCC3)cc2)c(Cl)c1
2 | 25 | -4 | -4 | -4 | 4 | 4 | 6 | 24 | Oc1ccc(-c2cccc(-c3ccc(O)cc3)n2)cc1

3 entries from above, with two lines to a compound.
The line under a structure holds: PLK1 inh, ERa coact pot, ERa coact inh, ERb coact inh, FAK blocker, Mac1 fbg enh, HIV Rev-RRE inh, CD11b adhes inh, PLK1 PBD inh
O=C(c1ccco1)N(Cc1nc2ccccc2c(=O)[nH]1)C1CCCC1
  -11, 89, -20, 8, 0, -1, -2, -2, -7
CCOc1ccc(Nc2nc(CC(=O)OC)cc(=O)[nH]2)cc1
  -12, 102, -10, -11, 0, 0, 8, 3, -17
CCN(CC)C(=O)COC(=O)c1ccc(O)cc1
  -6, 110, -6, -4, 0, -4, 5, -5, -16

Back to the main list with the 2 entries that preceded the break.
PLK1 inh | ERa coact pot | ERa coact inh | ERb coact inh | FAK blocker | Mac1 fbg enh | HIV Rev-RRE inh | CD11b adhes inh | PLK1 PBD inh | compound
nt | 102 | -5 | 2 | nt | 11 | nt | 7 | nt | CC(=O)N1CC=C2C(C#N)=C(N)C(C#N)(C#N)C(CCc3ccccc3)C2C1 (stereo not drawn)
-11 | 136 | -3 | 0[fluorescence artefact?] | -1 | 3 | 7 | 24 | -14 | Cc1ccc(C)c(S(=O)(=O)n2cnc3ccccc32)c1
-10 | 109 | -10 | -1 | -1 | nt | -3 | nt | 7 | CCOc1ccc(NC(=O)CN(Cc2ccccc2)S(C)(=O)=O)cc1
-10 | 115 | -3 | -17 | -3 | 2 | 7 | -6 | -26 | CCc1ccc2[nH]c(=O)c(CN(CCCN3CCOCC3)C(=O)Nc3ccccc3)cc2c1
-5 | 101[fluorescence artefact?] | 32 | 23 | -3 | 0 | 6 | 14 | -4 | Cc1ccc(C(C)C)c(OCC(=O)Nc2ccc(Cl)cn2)c1
-12 | nt | nt | nt | -1 | 1 | 2 | -29 | 7 | COc1cc(NC(=O)c2cc(-c3cccnc3)nc3ccc(C)cc23)c(OC)cc1Cl
5 | nt | nt | nt | 32* | 3 | -4 | 9 | 7 | CCOc1cc(CNc2ccc(O)cc2)ccc1OCc1ccc(Cl)cc1Cl
-10 | 98 | 2 | 1 | -1 | 1 | 3 | -12 | 10 | S=C1NCCOCCOCCOCCOCCN1
-18 | nt | nt | nt | 1 | -1 | 11 | 3 | -14 | COc1cccc(C(=O)NCc2ccc(-c3nc4ccccc4s3)cc2)c1
-6 | nt | nt | nt | 0 | -5 | 8 | 27 | 27 | O=C(/C=C/c1ncc(C(F)(F)F)cc1Cl)OCc1ccccc1
-7 | 91 | -9 | -5 | -5 | -2 | 5 | -42 | -14 | CC(=O)c1c(N2CCCC2)[nH]c(-c2ccccc2)nc1=S
nt | 109 | -9 | -14 | nt | 0 | nt | -4 | nt | O=C(CCN1C(=O)c2ccccc2C1=O)N1CCN(c2ccccc2)CC1
-5 | 125 | -3 | -4[fluorescence artefact?] | -5 | -2 | -3 | 11 | -15 | O=C(c1ccccc1NS(=O)(=O)c1ccc(Br)s1)N1CCOCC1
44 | nt | nt | nt | -6 | -1 | 3 | 5 | -8 | O=C(O)c1ccc(N2Cc3ccccc3C2)cc1O
-6 | 91 | -15 | -25[fluorescence artefact?] | 1 | -4 | 3 | -4 | -12 | Cc1nc2sc(C(c3ccc(Br)cc3)N3CC(C)OC(C)C3)c(O)n2n1 (stereo not drawn)
1 | 101 | 1 | 14 | -1 | -3 | 11 | -8 | -7 | NC(=O)C1(N2CCCCC2)CCN(C2CC(=O)N(Cc3cccs3)C2=O)CC1 (stereo not drawn)
-8 | 104 | 2 | 1 | -12 | -4 | 5 | 72 | 8 | O=C(Nc1ccn(-c2ccccc2)n1)c1ccc(S(=O)(=O)N2CCCCCC2)cc1
-3 | 129 | -1 | 6 | 7 | -4 | 7 | -7 | -4 | COc1cc(C2=NOC(C(=O)N3CCCCCC3)C2)cc(OC)c1OC (stereo not drawn)
-17 | 91 | -14 | -8 | 1 | -8 | -2 | 4 | 4 | CN(C)S(=O)(=O)c1ccc(NC(=O)c2ccccn2)cc1
2 | 108 | -7 | 2 | 0 | -3 | 5 | 3 | 4 | COc1ccccc1-c1nc2n(n1)C(c1ccccc1Cl)C(C(N)=O)=C(C)N2 (stereo not drawn)
-11 | 109 | 1 | 27[fluorescence artefact?] | -1 | 3 | 1 | 0 | -6 | COc1ccc(Oc2nc(C)nc3c2oc2ccccc23)cc1
-6 | 116 | 3 | 9 | 2 | 3 | 1 | -1 | -5 | Cc1nc(/N=C\N(C)C)sc1C(=O)Nc1ccccc1
-10 | nt | nt | nt | -2 | 116 | 3 | -13 | 17 | COc1ccccc1-c1cc(C(=O)Nc2sc3c(c2C#N)CCC(C)C3)c2ccccc2n1 (stereo not drawn)
-6 | 91 | -5 | 2 | 1 | 0 | 5 | -8 | -13 | O=C(CC1C(=O)NCCN1C(=O)c1ccc(F)cc1)OCc1ccccc1 (stereo not drawn)
-7 | 96 | -2 | 9 | 3 | -1 | 2 | -34 | -27 | CN(C)S(=O)(=O)c1ccc(NC(=O)c2ccc(Br)o2)cc1
nt | 113 | -6 | -3 | nt | -2 | nt | -21 | nt | N#CCCN1CCN(S(=O)(=O)c2ccc(S(=O)(=O)NCC3CCCO3)cc2)CC1 (stereo not drawn)
-3 | 93 | -16 | -18 | 0 | nt | 10 | nt | 10 | CC(C)(C)NC(=O)C(c1ccc(O)cc1)N(Cc1ccco1)C(=O)Cn1nnc(-c2cccs2)n1 (stereo not drawn)
